# Wee1 stabilizer = inhibitors of human Wee1 degradation. P30291. HeLa Luc-Wee1K328M stability, luciferase luminescence; 100% = proteasome inhibitor MG132 effect. reporter increase, % at 5 µM. 220,000 compounds, 1.2% hits. AID 1321;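 active means activation above the mean of all tested compounds plus 3 SD, set per screening run, cut at about 8.8% in these data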;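 further: cells exposed to compound for 20 h before luminescence read; 0% = DMSO alone and 100% = MG132 at 30 µM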
# Runt-SMMHC FRET = inhibitors of human RUNX1 Runt domain binding to CBFb-SMMHC | inhibition, % at 20 µM | Q01196+Q13951 | 220,000 compounds, 0.74% hits | Cerulean-Runt/Venus-CBFb-SMMHC FRET ratio 530/480, 1 h;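 active means mean inhibition across duplicate retests at 20 µM reaching about 50%, limit read from the data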;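 further: 0% = DMSO wells and 100% = wells with excess untagged CBFb-SMMHC; inhibitors lower the FRET ratio by blocking Runt binding to CBFb-SMMHC; some results filed as inactive read as strong as hits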
# Target sequence (Q01196 whole entry, looked up, the tested form may be a part): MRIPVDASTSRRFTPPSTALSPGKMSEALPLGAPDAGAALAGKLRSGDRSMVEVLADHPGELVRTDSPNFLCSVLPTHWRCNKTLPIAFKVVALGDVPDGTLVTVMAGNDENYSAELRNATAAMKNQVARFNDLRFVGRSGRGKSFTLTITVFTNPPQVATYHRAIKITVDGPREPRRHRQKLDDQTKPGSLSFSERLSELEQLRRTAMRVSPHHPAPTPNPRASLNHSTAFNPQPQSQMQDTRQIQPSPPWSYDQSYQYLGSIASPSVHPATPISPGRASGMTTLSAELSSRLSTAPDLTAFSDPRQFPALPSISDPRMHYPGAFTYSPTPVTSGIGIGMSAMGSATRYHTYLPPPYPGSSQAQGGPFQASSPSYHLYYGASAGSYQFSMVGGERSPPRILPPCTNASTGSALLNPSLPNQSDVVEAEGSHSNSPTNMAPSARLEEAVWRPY
# Target sequence (Q13951 whole entry, looked up, the tested form may be a part): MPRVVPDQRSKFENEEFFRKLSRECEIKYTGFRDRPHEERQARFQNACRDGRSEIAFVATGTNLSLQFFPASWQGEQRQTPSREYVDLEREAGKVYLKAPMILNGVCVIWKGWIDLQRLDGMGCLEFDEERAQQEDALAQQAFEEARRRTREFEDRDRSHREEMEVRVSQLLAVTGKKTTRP
# FXIIa inh = inhibitors of human coagulation factor XIIa; P00748; inhibition, % at 5 µM; purified FXIIa, Boc-QGR-AMC fluorogenic substrate, 2 h; 220,000 compounds, 0.3% hits; in the data active means inhibition above about 40%;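 further: 0% = enzyme with no compound and 100% = blank without enzyme; many of its hits are not listed in these tables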
# FXIa inh 1536 = factor XIa (human) inhibition; purified FXIa, Boc-Glu-Ala-Arg-AMC fluorogenic substrate; inhibition, % at 5 µM; 220,000 compounds, 0.14% hits;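 active means inhibition of at least 40%; inactive means inhibition below 40%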;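 further: fluorescence of freed AMC excited at 355 nm; 0% = enzyme without compound and 100% = no enzyme blank; many of its hits are not listed in these tables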
# Runt-CBFb FRET = inhibitors of human RUNX1 Runt domain binding to CBFb; Q01196+Q13951; Cerulean-Runt/Venus-CBFb FRET ratio 530/480, 1 h; inhibition, % at 20 µM; 220,000 compounds, 0.46% hits; AID 1496;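 active means inhibition over about 50% at 20 µM in the single-dose screen, limit read from the data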;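 further: 0% = DMSO wells and 100% = excess unlabeled CBFb competitor control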
#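 Measured by: fluorescence energy transfer, 422 nm excitation, 530/480 nm emission; test system: Cerulean-tagged RUNX1 Runt domain (FRET donor) fusion protein; buffer or medium: Tris pH 7.5 buffer with BSA; compound: one dose, 20 µM compound, 1% DMSO; times: two 1 h room-temperature incubations shielded from light; benchmarks: unlabeled CBFb 5 µM, positive control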
# 14-3-3 Bad inh = disrupts binding of bovine 14-3-3 zeta to phospho-Bad peptide. P63103. TR-FRET 14-3-3zeta/Dy647-pBad peptide displacement, 1 h. inhibition, % at 21.7 µM. 220,000 compounds, 0.71% hits. AID 781;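 active means inhibition above about 70%, limit read from the data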;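 further: 0% = full 14-3-3 plus peptide FRET controls and 100% = background without 14-3-3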
# Thrombin inh = blocks human thrombin protease activity | alpha-thrombin, Boc-VPR-AMC fluorogenic substrate cleavage | inhibition, % at 5 µM | 220,000 compounds, 0.26% hits | AID 1046;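 active means inhibition at or above 40%; inactive means inhibition below 40%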;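 further: 0% = enzyme with no compound and 100% = wells without enzyme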
#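 System – human alpha-thrombin protein · Reagent – Boc-VPR-AMC substrate, 15 µM final · Compound – 5 µM single dose in 0.2% DMSO · Schedule – reaction at room temperature · Technique – AMC fluorescence at 355 nm excitation and 460 nm emission · Read-out basis – % inhibition relative to enzyme controls and enzyme-free blanks · Control set – no-compound enzyme wells and no-enzyme blanks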
# Hck-Nef inh = inhibitors of human Hck kinase activated by Nef | 220,000 compounds, 0.68% hits | Recombinant Hck-YEEI plus Nef, Z-Lyte FRET kinase assay | AID 463187 | inhibition, % at 20 µM | P08631;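 active means Hck-Nef kinase inhibition above about 50%, limit read from the data; inactive means inhibition below that limit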;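 further: 0% = DMSO with Hck plus Nef and 100% = Hck alone without Nef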
# hK5 inh = inhibitors of human kallikrein 5 | Q9Y337 | recombinant hK5, fluorogenic AMC substrate cleavage | inhibition, % at 5 µM | 210,000 compounds, 0.59% hits;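 active means inhibition of 40% or more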;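 further: 0% = enzyme controls without compound and 100% = no-enzyme blanks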
# Target sequence (Q9Y337 67-293 limits assumed): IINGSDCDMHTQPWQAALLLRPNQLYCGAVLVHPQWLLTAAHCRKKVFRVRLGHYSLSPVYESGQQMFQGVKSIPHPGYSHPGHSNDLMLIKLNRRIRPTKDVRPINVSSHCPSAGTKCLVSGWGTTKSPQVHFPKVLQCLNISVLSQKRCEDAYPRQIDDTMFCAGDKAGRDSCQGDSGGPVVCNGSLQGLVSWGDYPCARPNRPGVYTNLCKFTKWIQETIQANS
# * marks the source's active call; other numbers are inactive results; nt = no result given; [ ] = another dose, or the depositor's remark.
# Every second line gives: Wee1 stabilizer, Runt-SMMHC FRET, FXIIa inh, FXIa inh 1536, Runt-CBFb FRET, 14-3-3 Bad inh, Thrombin inh, Hck-Nef inh, hK5 inh
O=C(CN1CCN(S(=O)(=O)c2ccc(Br)cc2)CC1)Nc1ccccc1F
 : 2.2, 0.2, 2.5, -5.3, -3.0, 3.3, 2.4, -16.2, -47.5
O=[N+]([O-])c1cc2c(cc1C=Nc1ccccc1)OCO2
 : 1.3, 13.6, 17.5, -12.1, nt, 1.1, 8.2, 2.9, 2.7
CCOC(=O)N1CCC(NC(=O)CCS(=O)(=O)c2ccc3c(c2)CCN3C(=O)CC)CC1
 : 4.6, -8.7, 12.2, -5.6, -1.4, -6.2, 0.2, 4.0, -31.5
COc1cc(C)c(Cc2cnc(N)nc2N)cc1OC
 : -4.0, -4.0, nt, nt, 2.2, -2.0, nt, nt, nt
Cn1c(-c2ccccc2)cccc1=O
 : -0.7, -7.7, 1.3, 3.8, -2.1, -4.3, 2.7, -1.9, -9.5
CCOc1ccc(Cn2nnc(C(=O)NCc3ccc(OC)cc3)c2N)cc1
 : -2.0, -9.6, 24.3, 4.4, 1.3, 14.1[fluorescence artefact?], -1.6, 20.8, -0.5
CCS(=O)(=O)Nc1c(C(=O)OC)[nH]c2ccccc12
 : 0.2, -5.6, 23.2, 12.1, -1.9, 2.5, -23.2, 2.7, -18.8
O=[N+]([O-])c1cccc(-c2n[nH]c(=S)n2-c2ccc(Br)cc2)c1
 : 0.0, 12.6, 8.8, 0.8, 1.2, -2.2, 0.1, 23.3, 4.6
O=C(CCCN1C(=O)CSc2ncccc21)N1CCN(c2cccc(C(F)(F)F)c2)CC1
 : 1.6, 1.6, 6.3, 1.1, -3.7, 3.6, -2.6, -11.9, 2.1
Cc1ccc(OCCCN2C(=O)C(=O)c3cc(C)ccc32)cc1
 : -1.8, -2.2, 7.9, -4.9, -4.0, 0.9, -1.4, 16.0, -2.4
COC(=O)c1cc(=O)n(Cc2ccc3c(c2)OCO3)c(=Nc2ccc(F)cc2)s1
 : -0.3, -0.3, 10.1, 2.4, 1.8, 10.3, -6.9, -0.8, -17.0
CC(C)(C)SCCNC(=O)Nc1ccccc1
 : 0.8, -2.8, 13.2, 3.0, -2.5, -1.2, -0.2, -1.9, -17.4
COc1cc(/C=N/NC(=O)c2ccc(-n3cccc3)cc2)ccc1O
 : -1.9, -2.8, 8.8, 12.6, -2.6, -5.9, -2.8, -0.9, -7.6
CCCCCCNc1nc(NCc2ccco2)nc(OCC)n1
 : -0.6, -3.0, 6.5, 14.4, -3.8, -5.4[fluorescence artefact?], -8.0, 5.5, -24.8
O=C(NCCCN1CCN(CCCNC(=O)c2cccc([N+](=O)[O-])c2)CC1)c1cccc([N+](=O)[O-])c1
 : -2.2, 4.1, 6.1, -1.7, 0.2, -20.2, -2.0, 1.3, -11.1
O=C(CN(Cc1ccc2c(c1)OCO2)C(=O)CNC(=O)c1ccco1)NC1CCCCC1
 : -2.1, 0.4, -1.6, -6.9, 1.7, -9.9, -7.0, -3.6, 0.7
NC(=S)Nc1nc2ccccc2s1
 : 2.1, -2.1, -0.1, -2.8, 1.4, -13.1, 1.8, 0.9, -9.4
N#CC1=C2N=C(N)c3ccccc3N2C2=C(C(=O)CCC2)C1c1ccc(F)cc1 (stereo not drawn)
 : -3.0, -2.5, 8.7, 2.5, -2.0, -8.5, -1.0, 19.4, 2.7
O=C1CC(c2c[nH]c3ccccc23)C(=O)N1 (stereo not drawn)
 : -1.3, 0.5, 9.8, -12.3, -0.2, -1.9, -4.3, -0.7, 0.3
COc1ccc(CNC(=O)COC(=O)/C=C/c2cccs2)cc1
 : -1.0, 0.4, 11.8, 8.8, 0.2, -5.1[fluorescence artefact?], -0.8, 8.7, -6.5
C[C@@H]1CN(CCCn2c3ccccc3c3ccccc32)C[C@H](C)N1
 : 2.6, -1.7, nt, nt, 1.5, 33.4, nt, nt, nt
O=C(CSc1n[nH]c(=O)n1C1CC1)N1N=C(c2ccc(Cl)cc2)CC1c1ccco1 (stereo not drawn)
 : 5.0, 2.4, 12.8, 3.4, -0.2, 4.3, 3.8, 15.4, 6.0
O=C(Nc1cccc(Cl)c1)Nc1cc(S(=O)(=O)N2CCOCC2)ccc1N1CCCC1
 : -1.5, -3.3, 3.9, 3.2, -3.9, 7.9, -10.7, 5.8, -13.5
CCN=C(NCC)SC1CC(=O)N(c2ccc(OC)cc2)C1=O (stereo not drawn)
 : -3.7, -4.1, 17.5, 0.5, -0.1, -8.8, 4.4, 1.7, -4.1
O=C(O)/C=C\C(=O)Nc1cccc(C(=O)Nc2cccc(O)c2)c1
 : -2.7, -2.6, 9.1, -0.7, 1.3, -6.6, -0.8, 18.2, 3.9
COc1ccc(C(=O)/C=C/C(=O)N(CC(=O)NC2CCCCC2)Cc2ccc(F)cc2)c(O)c1
 : -1.1, 1.9, 4.8, -1.6, 5.0, 3.6, 0.6, 38.4, -0.1
CC(C)(/C=N/O)/[N+]([O-])=C/c1ccccc1C(F)(F)F
 : -2.2, -0.5, 13.2, 4.4, -0.6, 7.1, -0.6, 1.3, -2.8
CC1(c2ccc(OC(F)F)cc2)NC(=O)N(/N=C/c2c(O)ccc3ccccc23)C1=O (stereo not drawn)
 : -1.8, 71.2*, 8.7, -2.8, 38.6, -12.1, -1.6, 3.2, -13.8
NC(=O)c1nn(-c2ccccc2)c(=O)cc1O
 : -1.9, 6.6, 22.0, 4.2, -1.4, 17.4, 5.1, -0.4, -20.0
CC(=O)Nc1cccc2c1OCCO2
 : 0.3, 0.6, 9.8, -1.1, -1.3, -1.6, -0.6, 1.3, 3.9
CC1(C)N=C(/C=N/O)CN1O
 : 0.5, -5.7, 12.2, 1.5, -1.2, -5.9, 2.7, -0.8, -2.5
COc1ccccc1CN1CCSCC1
 : 0.5, -0.4, 11.4, 6.3, 2.5, 68.4[fluorescence artefact?], -0.2, 0.6, -18.9
Cc1ccccc1NC(=O)Cc1cn(C)c2ccccc12
 : -2.0, 0.7, 1.5, -5.1, -0.3, -26.3[fluorescence artefact?], 1.8, 10.9, -1.0
Cc1ccc(NC(=O)C2C(c3ccccc3)C2(Cl)Cl)c(C)c1 (stereo not drawn)
 : 2.0, 1.5, -9.0, -12.0, -2.0, 0.6, -12.4, 1.2, -19.3
O=C(Nc1cnn(Cc2ccc(F)cc2)c1)c1cc(-c2ccco2)on1
 : -2.4, -0.7, 0.4, 1.8, -3.5, -2.3, -5.5, 5.7, -22.8
C=CCNC(=O)C(C#N)c1nc2ccccc2nc1N1CCCCCC1 (stereo not drawn)
 : 6.7, 65.0*, 11.4, 3.3, 35.0, nt, -1.8, 1.9, -12.9
COc1cc(/C=C2\OC(=O)c3c(OC)cccc32)ccc1O
 : 1.4, -115.5, -10.1, 2.0, -30.0, -3.7[fluorescence artefact?], 2.1, 0.9, -30.2
O=[N+]([O-])c1ccc(C(=S)N2CCC(Cc3ccccc3)CC2)cc1
 : -3.6, 0.9, 2.4, 4.3, -3.8, -5.5, -2.6, 0.4, 6.7
CCc1ccc2c(c1)/C(=N/OC)C(=O)N2
 : 0.3, 3.7, 13.7, 8.4, -1.1, -1.4[fluorescence artefact?], -2.6, 10.5, -14.8
O=C(CC(=O)N/N=C/c1ccccc1)NCc1ccccc1
 : 2.9, 3.4, 0.4, -2.1, 0.4, -9.2, nt, 31.7, -3.7
Cc1cc(C)c(/C=C(\C#N)C(N)=S)c(C)c1
 : 0.1, 8.1, 15.9, 4.7, 9.7, -2.4, 1.6, 7.9, -6.5
Cc1ccc(/C=c2\sc3nc(-c4ccccc4Br)nn3c2=O)o1
 : -1.9, 0.8, 6.2, 8.5, 25.3, -10.2[fluorescence artefact?], 103.5*, 6.2, 12.3
Cc1ccc(CN2C(=O)N/C(=C/c3cc(C)n(-c4ccccn4)c3C)C2=O)cc1
 : -1.3, 1.6, 2.2, 2.1, 2.7, -4.7, -6.6, 4.2, -7.4
Cc1cc(OCC(=O)c2ccc(F)cc2)ccc1N1C(=O)CCC1=O
 : -1.2, -4.6, 5.3, -6.5, 5.6, 5.6, -6.5, 9.8, -0.1
Cc1ccc(C(=O)NNc2ncnc3ccccc23)cc1
 : -1.2, 5.1, 9.2, -0.6, 1.8, -3.9, -0.2, 12.5, 0.5
Cc1cccc(C)c1N1C(=O)CC(N(O)c2ccccc2)C1=O (stereo not drawn)
 : 0.3, -0.7, -19.5, -13.3, 2.9, nt, -5.4, -2.2, -10.5
Cc1ccc(NC(=S)N(CCCN2CCN(C)CC2)Cc2cccs2)cc1
 : 0.5, -2.3, 6.2, 2.4, -0.9, -11.5, nt, 11.6, 0.3
Fc1ccc(CSc2nnc(CN3CCOCC3)n2-c2ccccc2)c(Cl)c1
 : -1.5, -2.4, 23.2, 19.6, 0.1, 8.6[fluorescence artefact?], 5.1, 0.6, -28.1
CCCC1=Nc2cc(C(=O)NCCCOC(C)C)ccc2Sc2ccccc21
 : 3.4, -2.8, 2.0, 1.4, -6.0, 15.1, -6.3, -0.7, -0.9
Cn1cc(SCC(=O)Nc2ccc3c(c2)OCO3)c2ccccc21
 : 0.1, -4.6, 13.1, 5.3, 1.6, -10.8, 0.1, 4.4, -5.5
O=C(NCc1cccc(Cl)c1)C1CCCO1 (stereo not drawn)
 : -3.5, 4.2, -8.8, -7.9, -0.5, 1.3, -1.3, -3.0, -26.8
COC(CNC(=O)c1coc2nc3ccccc3nc12)OC
 : 0.9, 4.8, 9.8, -1.8, 3.9, -3.0, -0.9, 29.9, -7.2
COCCCn1c(SCC(=O)OC2CCCCC2)nnc1-c1cccs1
 : 2.9, 0.4, 9.0, 6.0, -0.9, 6.3, -2.2, 1.7, 1.8
Cc1cc(=O)n2c(-c3ccc(Cl)cc3)csc2n1
 : -3.0, 2.1, 6.0, 3.6, 0.4, -1.4, 0.9, 20.5, 3.1
CCCCN(CCCC)C(=S)N/N=C/c1c(C)[nH]n(-c2ccccc2)c1=O
 : -1.9, 2.2, 2.4, -5.9, 0.4, 3.5[fluorescence artefact?], -7.5, 0.4, -316.6
O=C(CN1CCC(Cc2ccccc2)CC1)NC(=O)NCc1ccco1
 : 0.7, -1.5, 12.9, 4.3, 1.2, -7.8, 5.3, 0.8, -2.1
Cn1cc(CN2CCC(C(O)c3cccs3)CC2)c(-c2ccccc2F)n1 (stereo not drawn)
 : -2.2, -2.3, 7.2, 0.4, 2.0, 2.1, 2.4, 9.7, 2.5
c1ccc(C[n+]2c(-c3ccccc3)csc2Nc2ccccc2)cc1
 : -1.3, -4.7, 6.0, 6.2, 0.0, 12.7, -2.4, 2.9, -5.7
CC(=O)O/N=C(/C)c1ncc(C(F)(F)F)cc1N1CCOCC1
 : -3.5, -0.2, 5.7, -1.2, 2.7, 2.2, -6.2, 1.3, 3.5
Cc1ccc(N(CN2CCCC2=O)C(=O)c2ccc(OC(C)C)cc2)cc1
 : -1.2, 2.6, 2.3, 2.3, -0.8, 5.2, -2.2, 0.3, -6.0

# Screening results deposited in PubChem BioAssay by several laboratories.
